# TGFb SMAD3 inh: blocks TGF-b signaling. HepG2 CAGA-GFP TGF-b/SMAD3 reporter, GFP fluorescence, 18 h; TGF-beta stimulated, 500 pg/mL final. Potency, µM (highest dose often 46.1 µM), without a hit: top-dose activity, negative = inhibition, hits mostly inhibitors. 410,000 tested, 1.2% active. AID 588855; further: potency means the concentration at half of the fitted maximal effect; on the % scale 0 is the no-effect control and ±100 the full control effect; nearly all actives have a fitted effect of over 65% in size
#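 Per well, imaged GFP fluorescence of HEPG2 CAGA-GFP cells gives the signal; cells get compound, then TGF-beta (500 pg/mL final), 18 h at 37 degrees C; %Activity versus -TGF-beta and +DMSO controls.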
# Mm-Cpn inhibitor: inhibitors of Methanococcus maripaludis chaperonin (MmCpn). purified Mm-Cpn ATPase, ADP Transcreener TR-FRET. Potency, µM (top dose mostly 76.9 µM), without a hit: at the top dose activity, negative = inhibition, usual class: inhibitors. 330,000 tested, 0.031% active; further: potency means the concentration at half of the fitted maximal effect; on the % scale 0 is the no-effect control and ±100 the full control effect; nearly all actives have a fitted effect of over 80% in size
#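 Purified archaeal Mm-CPN (25nM final) preincubated 10 min at 37degC with compound, then 10uM ATP for 30 min at 37degC; ADP measured by HTRF Transcreener TR-FRET; buffer 30 mM TRIS pH 7.4, 100mM KCl, 5mM MgCl2, 1mM DTT.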
# A549 viability: kills or reduces viability of A549 cells in Nrf2 counter-screen | AID 504648 | Potency, µM (series often up to 46 µM), inactives show at the top dose activity change, negative = cytotoxicity, actives largely listed as inhibitors | A549 ARE-Fluc cells, CellTiter-Fluor viability, 18-24 h | 390,000 tested, 0.16% active; further: potency means the concentration at half of the fitted maximal effect; on the % scale 0 is the no-effect control and ±100 the full control effect
#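 Cytotoxicity counterscreen: CellTiter-Fluor fluorescence was measured in A549 ARE_Fluc cells after 18-24 h of compound exposure in a concentration series. The subsequent BugLite luminescent read reports ARE-luciferase activity.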
# HepG2 viability: HepG2 cytotoxicity, counter-screen for TGF-b inhibitors. HepG2 CAGA-GFP viability, ATP luminescence, 18 h. AID 588856. Potency, µM (titrated, usually from 46.1 µM), without a hit: top-dose activity change, negative = cytotoxicity, most hits filed as cytotoxic. 410,000 tested, 0.76% active; further: potency means the concentration at half of the fitted maximal effect; some results filed as inactive show a strong effect at the top dose
#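 CellTiter-Glo luminescence gave cytotoxicity after 18 hours at 37 degrees C. The cells were HepG2 CAGA-GFP in 1% FBS DMEM, stimulated with 500 pg/mL TGF-beta after compound addition. %Activity was normalised to no-cell wells (complete cell-killing) and DMSO (no toxicity), and curves were fitted and classified.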
# pAkt inh: blocks phosphorylation of Akt. Neuro2A IGF-stimulated pAkt S473 HTRF, 20 min; stronger effect = lower value. activity change, % for hits at 50 µM. 360,000 tested, 0.32% active; in the data active means activity change below about -80%; inconclusive means mostly about -51% to -80%; further: on the % scale 0 is the no-effect control and ±100 the full control effect
#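 Neuro2A cells in DMEM with 0.5% FBS, overnight at 37 deg C, given compound at single 50 µM final, then IGF (6 nM final) for 20 min at 37 deg C. Lysed; phospho-Akt Ser473 by HTRF after 24 h, 665/615 ratio.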
# CCT chaperon mod: changes cytosolic chaperonin activity; purified chaperonin ATPase assay, HTRF ADP detection, 30 min; activity change, % (no concentration beside the values), hits read low; 360,000 tested, 0.3% active; AID 651819; in the data active means activity change below about -30%; further: on the % scale 0 is the no-effect control and ±100 the full control effect
#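 ATPase activity: ADP formed was measured by HTRF Transcreener (665/615 nm ratio) after 30 min at 37 deg C with 10 uM ATP. Compounds screened at one 76 uM concentration against 40 or 20 nM TRiC in Tris pH 7.4/KCl/MgCl2/DTT buffer.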
# Nrf2 inh: inhibitors of Nrf2 signaling. A549 ARE-Fluc reporter, luciferase luminescence, 18-24 h. Potency, µM (titrated, usually from 46 µM), without a hit: at the top dose activity change, negative = inhibition, most hits filed as inhibitors. 360,000 tested, 2.1% active; further: potency means the concentration at half of the fitted maximal effect; on the % scale 0 is the no-effect control and ±100 the full control effect; nearly all actives have a fitted effect of over 60% in size
#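 Cells were seeded and rested 2 h, then exposed to compounds for 18-24 h. CellTiter-Fluor was read first as a viability measure. BugLite was added 15 min before the final luminescent read of ARE-luciferase activity in A549 cells.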
# Nrf2 ARE act: Nrf2 pathway activation | AREc32 ARE-luciferase reporter (MCF7-derived line), luminescence, 24 h | Potency, µM (top dose mostly 46.1 µM), for the others: at the highest dose activation, actives largely listed as activators | 410,000 tested, 0.31% active; further: potency means the concentration at half of the fitted maximal effect; % of control where 0% means no effect; nearly all actives have a fitted effect of over 65% in size
#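 ARE activation measured as luciferase luminescence (Steady-Glo, 30 min RT) in AREc32_Fluc cells after 24 hr compound exposure at 37 deg C, 5% CO2; cells seeded overnight at 1000/well in OPTI-MEM, 5% FBS.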
# Abeta yeast res: A-beta toxicity reversal in yeast. yeast expressing A-beta42, growth rescue, OD600, 48 h; response scale: 0% DMSO, 100% iron-clioquinol control. Potency, µM (titrated, usually from 46.1 µM), without a hit: top-dose growth rescue, usual class: activators. 410,000 tested, 0.063% active. AID 1347071; further: potency means the concentration at half of the fitted maximal effect; nearly all actives have a fitted effect of over 55% in size
#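 Yeast A-beta toxicity model in growth medium with pinned compounds, 48 h at 30 C; growth read as absorbance at 600 nm. Normalized to FeCl3/clioquinol equimolar mix (positive) and DMSO (negative).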
# * hit, by the source's call; i = inactive; u = inconclusive; x = no result given; [ ] = another dose, or the depositor's remark. Unless noted, the call rests on the fitted dose curve; in most records, active means well fitted curve in the direction sought with a large enough effect; inconclusive means small, poorly fitted or top-dose-only effect, or another doubt; inactive means no such curve, though single readings can be large; an effect the other way counts as inactive or inconclusive.
Molecule	TGFb SMAD3 inh	Mm-Cpn inhibitor	A549 viability	HepG2 viability	pAkt inh	CCT chaperon mod	Nrf2 inh	Nrf2 ARE act	Abeta yeast res
COc1ccc(-c2cc(C)no2)cc1S(=O)(=O)N1CC(C)Oc2ccccc21 (stereo not given)	1%	x	1%	-15%	x	x	u	4.5%	-5%
Cc1ccccc1Cn1c(SCc2ccc(C(=O)NC(C)c3ccccc3)cc2)nc2ccncc21 (stereo not given)	u	x	2%	-23%	x	x	-11%	4.0%	-11%
CC(CCc1ccccc1)NC(=O)COC(=O)c1ccc(S(C)(=O)=O)c([N+](=O)[O-])c1 (stereo not given)	u	1%	u	-96%	i	-2.7	u	-2.6%	-12%
CN1C=Nc2c(ncn2C2CCC(CO)O2)C1O (stereo not given)	x	x	x	x	i	0.2	x	0.3%	-5%
O=C(c1ccc(Cl)c(S(=O)(=O)N2CCCCCC2)c1)N1CCN(c2ccccn2)CC1	u	0%	-17%	-1%	i	-0.4	u	0.2%	1%
Cn1ccc2c(-c3ccc(F)cc3)cc3c(c21)C1CCC3C1 (stereo not given)	-18%	x	x	-28%	i	-0.5	x	0.6%	5%
O=C(NC1CCCCC1)Oc1ccccc1	2%	-1%	-6%	6%	i	-3.0	13%	0.1%	8%
C[C@@H](CO)[C@H](/C=C/c1ccccc1)CCO[Si](c1ccccc1)(c1ccccc1)C(C)(C)C	0%	x	-1%	-1%	x	x	19%	x	x
CSc1nc(-c2ccco2)nn1C(=O)c1ccccc1Cl	3%	2%	1%	2%	i	-1.6	u	-0.2%	-9%
N/C(=N\OC(=O)c1ccccc1)C(Cc1ccccc1)C(=O)NOC(=O)c1ccccc1 (stereo not given)	u	x	-11%	-75%	i	0.6	1%	17%	-82%[inhibitor]
Cc1nc(Cl)sc1C(=O)Nc1ccc(F)cc1	-9%	x	-4%	-11%	i	0.0	18%	26%	2%
CCN(CC(=O)Nc1sc2c(c1C#N)CCC(C)C2)Cc1nc2ccccc2c(=O)[nH]1 (stereo not given)	-4%	0%	0%	2%	i	-8.5	u	2.8%	9%
Cc1cc(Cl)ccc1NC(=S)NCCCO	1%	u	1%	1%	i	-0.8	0%	-0.5%	-7%
Cc1nn(CC(=O)O)c2ccccc12	20%	0%	4%	-13%	i	0.2	-10%	-0.8%	3%
CCCOc1ccc(F)cc1-c1cc(C(=O)NCc2ccco2)[nH]n1	-2%	x	x	-4%	i	2.0	x	6.9%	-31%[inhibitor]
CCOCC(=O)Nc1nc(C)cc(C)n1	-25%	-1%	-19%	0%	i	-2.9	-2%	0.4%	-2%
O=[N+]([O-])c1ccc(C2=NCCO2)cc1	19%	-1%	4%	-3%	i	0.1	8%	2.9%	9%
CCN1CCN(C(=O)c2ccc3c(c2)N(Cc2cc(C)ccc2C)C(=O)c2ccccc2S3=O)CC1 (stereo not given)	u	x	-15%	-41%	x	x	-15%	6.5%	-2%
Cc1cccc(C(=O)NC(=S)N2CCN(C)CC2)c1	-6%	1%	-12%[1.84 µM]	-11%	i	-3.8	7%	-0.2%	4%
O=C(Nc1nnc([C@H]2C[C@H](O)[C@@H](CO)O2)s1)C(c1ccccc1)c1ccccc1	15%	x	x	6%	i	-1.0	x	0.3%	1%
Cc1ccccc1OCC(=O)Nc1ccncc1	-24%	-1%	1%	-2%	i	-2.2	u	-0.2%	16%
CN(CCc1ccccc1)C(=O)c1cccc(NC(=O)Cc2cccc(NC(=O)C3CCN(C(=O)c4ccccc4)CC3)c2)c1	u	x	17%	-10%	i	-1.7	-17%	4.7%	-6%
Oc1ccccc1N1CCN(C(=S)Nc2ccc(SC(F)F)cc2)CC1	-10%	4%	10%	-24%	i	-3.0	u	5.8%	-23%
Cc1ccc(OCC(=O)n2nc(C)cc2C)c(C)c1	-11%	1%	-4%	-20%	i	0.5	8%	-1.0%	2%
COc1ccc(C(=O)Nc2ccc(Cl)cc2C(=O)N2CCCC(C)C2)cc1OC (stereo not given)	3%	1%	2%	-81%	i	-0.6	-14%	-0.2%	-21%

# Reprinted from the part before: 2 entries, followed by the next part.
Molecule	TGFb SMAD3 inh	Mm-Cpn inhibitor	A549 viability	HepG2 viability	pAkt inh	CCT chaperon mod	Nrf2 inh	Nrf2 ARE act	Abeta yeast res
Cc1ccc(OCC(=O)n2nc(C)cc2C)c(C)c1	-11%	1%	-4%	-20%	i	0.5	8%	-1.0%	2%
COc1ccc(C(=O)Nc2ccc(Cl)cc2C(=O)N2CCCC(C)C2)cc1OC (stereo not given)	3%	1%	2%	-81%	i	-0.6	-14%	-0.2%	-21%
COc1ccc(C2/C=C\CN(CC(C)C)C(C)C(=O)N2Cc2ccc(F)cc2)cc1 (stereo not given)	u	x	0%	-29%	x	x	-3%	x	x
N#Cc1ccccc1C[C@H](N)C(=O)NC[C@H]1O[C@@H](n2ccc(N)nc2=O)[C@H](O)[C@@H]1O	-10%	x	x	-11%	i	1.7	x	-0.5%	-8%
O=C(Nc1ccn(CCCN2CCN(c3ccccc3)CC2)c(=O)n1)OCc1ccccc1	-17%	x	x	-25%	i	-6.4	x	0.0%	13%
COC(=O)C1(C(C[N+](=O)[O-])c2ccc(C)cc2)C(=O)NCC1c1ccco1 (stereo not given)	15%	1%	-6%	3%	i	-3.2	-15%	0.4%	8%
CCOC(=O)N1CCN(C(=O)c2ccc3c(c2)N=C(C)c2cc(Cl)ccc2S3)CC1	-21%	1%	-17%	-7%	i	-1.9	u	-0.3%	-50%[inhibitor]
COc1ccc(C(=O)N(CC(=O)NC(C)(C)C)c2ccc3c(c2)OCCO3)cc1OC	1%	3%	1%	-12%	i	-1.8	10%	0.2%	24%
Cc1sc2ncnc(N3CCC(C(=O)Nc4sc5c(c4C(N)=O)CCC(C)C5)CC3)c2c1C (stereo not given)	-9%	0%	-8%	-4%	i	0.3	u	-0.2%	-6%
COc1ccc2sc(N(CCCN(C)C)C(=O)c3ccc(S(=O)(=O)N4CCc5ccccc5C4)cc3)nc2c1	16µM*	-4%	u	-76%	i	0.0	u	-1.6%	5%
CCc1ccc(CNc2ncnc3c2nc2n3CCCC2)cc1	u	x	2%	-44%	x	x	u	0.0%	7%
O=C(Nc1cccc(Cl)c1Cl)C1CCCC1	22%	x	-3%	1%	i	-2.0	3%	0.2%	17%
COc1ccc(C2(CNC(=O)CCC(=O)O)CCCC2)cc1	-9%	3%	-6%	13%	-115%*	1.9	x	-0.3%	29%
COc1ccc(C2=NN3C(C2)c2ccccc2OC32C(=O)N(C)c3ccccc32)cc1 (stereo not given)	u	-5%	1%	-3%	i	1.4	x	20%	-2%
Cc1ccc(C)c(NC(=O)N2CCc3ccccc3C2)c1	0%	-4%	-11%	4%	i	0.7	14%	-0.5%	15%
CC(=O)c1sc(N/N=C2\CC3CC2C(C)C3(C)C)nc1C (stereo not given)	10%	-2%	-4%	0%	i	-3.4	u	5.3%	24%
CCOc1nc2cnccc2n(CC(=O)Nc2ccccc2F)c1=O	-2%	0%	1%	-22%	x	-0.4	3%	0.0%	-4%
COc1cc(NC(=O)c2nn(-c3ccc(F)cc3)c(=O)n(C)c2=O)cc(OC)c1OC	4%	x	2%	0%	x	x	x	-0.3%	-3%
COc1ccc(-c2ccoc2)cc1C1C2C=CCC(C)C2C(=O)N1Cc1ccccc1 (stereo not given)	16µM*	x	-15%	-28%	x	x	u	x	x
CCOC(=O)c1sc(NC(=O)c2nc3ncccn3n2)c(C(=O)OC(C)C)c1C	-9%	x	2%	4%	x	x	x	-1.1%	-11%
Cc1ccc(OCC(=O)NCCNC(=O)c2ccncc2)cc1C	2%	2%	-4%	9%	i	0.8	-2%	0.0%	7%
COc1cc(NC(=O)COC(=O)CNC(=O)C23CC4CC(CC(C4)C2)C3)cc(OC)c1	2%	-1%	-2%	-1%	i	0.1	-8%	-0.9%	11%
Cc1ccc(NC(=O)CSCC(=O)N(C)Cc2c(F)cccc2Cl)cc1	-14%	x	x	-21%	i	-1.0	x	0.3%	-2%
O=C(N=Nc1c(O)[nH]c2ccccc12)c1cccs1	u	-3%	-4%	-34%	i	1.6	u	u	-18%
COc1ccc(CNc2ncnc3onc(C)c23)cc1	-3%	x	2%	-15%	x	x	4.1µM*	-0.3%	-1%
O=c1[nH]cc(S(=O)(=O)N2CCN(c3ccc(F)cc3)CC2)c(=O)[nH]1	-8%	x	x	-12%	i	1.2	x	-0.9%	-6%

# Arranged by value in TGFb SMAD3 inh (low to high): six of the compounds above.
smiles	TGFb SMAD3 inh
Cc1ccc(NC(=O)CSCC(=O)N(C)Cc2c(F)cccc2Cl)cc1	-14%
N#Cc1ccccc1C[C@H](N)C(=O)NC[C@H]1O[C@@H](n2ccc(N)nc2=O)[C@H](O)[C@@H]1O	-10%
O=c1[nH]cc(S(=O)(=O)N2CCN(c3ccc(F)cc3)CC2)c(=O)[nH]1	-8%
CCOc1nc2cnccc2n(CC(=O)Nc2ccccc2F)c1=O	-2%
COc1cc(NC(=O)COC(=O)CNC(=O)C23CC4CC(CC(C4)C2)C3)cc(OC)c1	2%
O=C(Nc1cccc(Cl)c1Cl)C1CCCC1	22%

# Screening results: PubChem, National Center for Advancing Translational Sciences (NCATS)
